Assay outcomes deposited in PubChem BioAssay by National Center for Advancing Translational Sciences (NCATS).
USP2a inh = inhibitors of human ubiquitin-specific protease USP2a | O75604 | USP2 core, Ub-CHOP2 coupled fluorogenic reporter, 485/531 | Potency, µM (highest dose often 38.3 µM), without a hit: top-dose activity change, negative = inhibition, hits mostly inhibitors | actives 0.01% (n = 330,000) | AID 463254;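 note: potency is the fitted concentration of half-maximal effect; plate controls were DMSO wells for no effect and full inhibition by NEM control for full effect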
Target sequence (O75604 whole entry, looked up): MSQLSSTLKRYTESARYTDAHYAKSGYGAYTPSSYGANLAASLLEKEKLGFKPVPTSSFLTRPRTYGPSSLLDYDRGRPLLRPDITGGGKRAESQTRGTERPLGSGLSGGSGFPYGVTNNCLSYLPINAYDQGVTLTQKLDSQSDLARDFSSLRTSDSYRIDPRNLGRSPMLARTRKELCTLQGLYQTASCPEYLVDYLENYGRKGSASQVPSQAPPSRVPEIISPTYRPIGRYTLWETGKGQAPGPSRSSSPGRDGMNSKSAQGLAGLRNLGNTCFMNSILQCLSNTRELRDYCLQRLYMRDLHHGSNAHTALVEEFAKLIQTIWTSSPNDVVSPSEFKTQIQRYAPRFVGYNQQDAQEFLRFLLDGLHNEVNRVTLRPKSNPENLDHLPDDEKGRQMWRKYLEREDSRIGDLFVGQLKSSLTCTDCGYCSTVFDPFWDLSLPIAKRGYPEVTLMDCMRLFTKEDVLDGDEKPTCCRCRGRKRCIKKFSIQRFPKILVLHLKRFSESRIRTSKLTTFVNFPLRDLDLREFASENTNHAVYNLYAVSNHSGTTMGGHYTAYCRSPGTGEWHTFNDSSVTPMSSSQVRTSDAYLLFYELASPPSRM
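Cell-free coupled assay: 10nM USP2 core preincubated 30min RT with compound in Tris-HCl pH 8.0/CaCl2/CHAPS buffer, then 25nM Ub-CHOP2 and 25nM reporter substrate; fluorescence (Ex 485/Em 531) read after 60min RT, normalized to NEM inhibition, concentration-response curves fitted.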
Mito fusion yeast = inhibitors of mitochondrial division or activators of mitochondrial fusion; Potency, µM (doses to about 46.1 µM), for inactives: at the highest dose growth rescue (activation), hits mostly activators; actives 0.23% (n = 320,000); S. cerevisiae fusion-defective mutant growth rescue, CellTiterGlo 48 h;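 note: potency is the fitted concentration of half-maximal effect; % of control where 0% means no effect; nearly all actives have a fitted effect of over 45% in size; temperature-sensitive fusion mutants such as fzo1-1 at 37 °C on non-fermentable ethanol glycerol medium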
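Read-out: ATP-based luminescence (CellTiterGlo, 10 min ambient) reporting growth of fusion-defective ts yeast after 48 hours at 37C on glycerol/ethanol YPEG medium in the presence of compound.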
TSHR antagonist = antagonists of human thyroid stimulating hormone receptor; P16473; TSHR-expressing cells, TSH-stimulated cAMP HTRF, 2 h; active compounds read low; activity change, negative = inhibition, % at 11.5 µM; actives 0.2% (n = 330,000);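 active = activity change below a set negative limit, meaning inhibition stronger than a set level, cut at about -70% in these data; inconclusive = activity change between two set negative limits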; note: % is set by controls: 0 for no effect and ±100 for the full control effect
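TSHR-expressing cells, 200/well, pre-treated with compound, then stimulated with EC80 TSH (4nM final) for 2 hours at 37 deg C. cAMP measured by competitive HTRF: anti-cAMP cryptate antibody in lysis buffer plus cAMP-d2, read after 30 minutes at room temperature.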
Tb PFK block = blocks T. brucei phosphofructokinase; O15648; T. brucei PFK, ADP-Glo luminescence; Potency, µM (doses to about 57.5 µM), without a hit: at the top dose activity, negative = inhibition, actives largely listed as inhibitors; actives 0.17% (n = 330,000);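 note: potency is the fitted concentration of half-maximal effect; 0% = uninhibited 1x PFK enzyme wells and -100% = no-enzyme wells; nearly all actives have a fitted effect of over 60% in size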
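ADP-Glo luminescence quantified ADP after 45 min at room temperature, with 1.25 nM T. brucei PFK, 0.1 mM ATP and 0.5 mM fructose-6-phosphate in pH 8.0 TEA buffer. qHTS titrations up to 57 µM; curves classified by quality.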
Chronic BCR inh = blocks chronic active B-cell receptor signaling. ABC-DLBCL IkBa-CBG/CBR reporter, luminescence ratio, 4 h. AID 493014. actives 0.05% (n = 340,000). Potency, µM (series often up to 46.1 µM), without a hit: at the highest dose ratio change, negative = lower green/red ratio, most hits filed as inhibitors; active = well fitted inhibition curve with a large enough effect in the signal ratio, with a control signal flat, not every such curve was filed as active; inconclusive = small, poorly fitted or top-dose-only effect, or effect the other way, or a change in a side signal; the % refers to the signal ratio;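 note: potency is the fitted concentration of half-maximal effect; plate controls were basal doxycycline-induced cells for no effect and cells given 10 µM MG132 for full effect; MG132 reads +100%, hits lower the ratio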
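Cell line TMD8 (human ABC DLBCL), stably expressing tet-inducible CBG68-IkBa fusion and CBR; IMDM/0.5% FBS; cpd up to 46 uM; dox induction, 4 h, 37C/5% CO2; dual luminescence; green/red ratio; MG132 control.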
uPA surface inh = inhibitors of cell surface uPA generation; actives 0.31% (n = 330,000); Potency, µM (top dose mostly 38.3 µM), for inactives: at the top dose activity change, negative = inhibition, most hits filed as inhibitors; AID 540303; cell surface uPA generation assay, qHTS; active = well fitted inhibition curve with a large enough effect; inconclusive = small, poorly fitted or top-dose-only effect; inactive = no such curve, though single readings can be large or run the other way; tested in mouse RAW 264.7 cells; note: potency is the fitted concentration of half-maximal effect; % is set by controls: 0 for no effect and ±100 for the full control effect; nearly all actives have a fitted effect of over 55% in size
ELG1 DNA repair = blocks ELG1-dependent DNA repair in HEK293T cells; HEK293T ELG1-luciferase reporter, luminescence, 16 h; DNA damage induced by 5-fluorouridine; Potency, µM (top dose mostly 46.1 µM), for the others: at the highest dose activity change, negative = inhibition, hits mostly inhibitors; actives 2.3% (n = 330,000); AID 504467; note: potency is the fitted concentration of half-maximal effect; % is set by controls: 0 for no effect and ±100 for the full control effect; nearly all actives have a fitted effect of over 55% in size
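Reporter activity after DNA damage by 5-fluorouridine is monitored. Compound-treated cells incubate 16 hr at 37 °C, then ONE-Glo is added for 30 min before luminescence reading.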
B2AR arrestin = agonists driving beta-arrestin recruitment to human beta2-adrenergic receptor | P07550 | beta-arrestin recruitment to beta2AR, cell-based reporter | Potency, µM (doses to about 46.1 µM), inactives show top-dose activation, actives largely listed as activators | actives 0.02% (n = 330,000) | AID 492947;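 note: potency is the fitted concentration of half-maximal effect; 0% = DMSO controls and full agonism = EC100 isoproterenol or metaproterenol; nearly all actives have a fitted effect of over 65% in size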
Eya2 inh = Eya2 (human) phosphatase inhibition | O00167 | recombinant Eya2, OMFP fluorescence dephosphorylation (OMFP is methylfluorescein phosphate) | Potency, µM (titrated, usually from 76.9 µM), for the others: at the highest dose activity, negative = inhibition, hits mostly inhibitors | actives 0.006% (n = 330,000) | AID 488837; note: potency is the fitted concentration of half-maximal effect; % is set by controls: 0 for no effect and ±100 for the full control effect
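Eya2 (0.2 uM) preincubated 10 min at ambient with compound, then OMFP substrate added at 50 uM; 10 min reaction in 50 mM HEPES pH 7.5, 50 mM NaCl, 5 uM MgCl2, 0.05% BSA, 1 mM DTT. Fluorescence read at Ex 485/Em 525 nm.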
TSG101-PTAP inh = blocks PTAP/TSG101 interaction to inhibit HIV-1 budding; 340,000 tested, under 10 active; Potency, µM (titrated, usually from 115 µM), for the others: at the highest dose activity change, negative = inhibition, usual class: inhibitors; Fluorescence polarization, FITC-PTAP peptide / Tsg101 binding; active = well fitted inhibition curve with a large enough effect in the main read-out, with a control signal flat, not every such curve was filed as active; inconclusive = small, poorly fitted or top-dose-only effect, or effect the other way, or a change in a side signal; inactive = no such curve, though single readings can be large or run the other way; note: potency is the fitted concentration of half-maximal effect; % of control where 0% means no effect
Target sequence (Q99816 whole entry, looked up): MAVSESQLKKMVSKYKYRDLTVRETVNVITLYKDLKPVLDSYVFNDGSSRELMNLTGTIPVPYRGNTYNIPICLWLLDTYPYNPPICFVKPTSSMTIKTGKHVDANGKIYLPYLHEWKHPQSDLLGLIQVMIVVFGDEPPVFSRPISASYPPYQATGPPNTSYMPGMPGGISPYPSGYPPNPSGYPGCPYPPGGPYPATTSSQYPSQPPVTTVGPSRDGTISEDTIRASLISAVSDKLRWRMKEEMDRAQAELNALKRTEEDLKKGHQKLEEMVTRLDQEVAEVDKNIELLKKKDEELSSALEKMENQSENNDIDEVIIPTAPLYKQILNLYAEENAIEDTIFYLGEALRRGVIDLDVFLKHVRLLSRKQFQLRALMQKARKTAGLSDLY
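Compounds were pin-transferred onto Tsg101 binding domain (10 uM final) in HEPES pH 7.5 buffer, then FITC-PTAP peptide was added at 50 nM final. After 20 min at RT, polarization reported peptide displacement across a qHTS concentration series.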
TCR act = activates T cell receptor signaling; Potency, µM (top dose mostly 9.22 µM), for the others: at the top dose activation of IL-2 secretion, most hits filed as activators; primary human leukocytes, anti-CD3, IL-2 HTRF, 48 h; 330,000 tested, under 10 active; AID 504894; note: % of control where 0% means no effect
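1) Mix primary human leukocytes, a-CD3 beads and compound. 2) Incubate 48 hr. 3) Add HTRF IL-2 reagents (a-IL-2-K, a-IL-2-d2).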
Numbers without * were called inactive; ? = inconclusive; / = not tested or not shown; [ ] = another dose, or the depositor's remark. Unless noted, calls come from the whole dose curve; as a rule, active = well fitted curve in the direction sought with a large enough effect; inconclusive = small, poorly fitted or top-dose-only effect, or another doubt; inactive = no such curve, though single readings can be large; an effect the other way counts as inactive or inconclusive.

SMILES,USP2a inh,Mito fusion yeast,TSHR antagonist,Tb PFK block,Chronic BCR inh,uPA surface inh,ELG1 DNA repair,B2AR arrestin,Eya2 inh,TSG101-PTAP inh,TCR act
CCC(C)(C)NC(=O)C(c1ccc(C)cc1)N(Cc1ccco1)C(=O)Cn1nnc2ccccc21 (configuration not stated),3%,0%,-12,-4%,?,2%,13%,0.4%,1%,-3%,0%[46.1 µM]
CC(=O)OCc1c(COC(C)=O)[n+](=O)c2ccccc2n1[O-],-2%,3%,-2,3%,10%,-3%,9%,-0.4%,7%,0%,2%
C/C=C/C(=O)OCC(=O)Nc1cccc(S(=O)(=O)NC2=NCCCCC2)c1,0%,0%,-6,1%,3%,-5%,-17%,0.0%,1%,-4%,8%
CC(=O)Oc1ccc(/C=C2\C=C(c3ccc(C)cc3)OC2=O)cc1,4%,2%,-3,1%,?,-3%,18%,-1.2%,1%,-6%,5%
CCCSc1nc(C)nc2c1c(=O)n(C)c(=O)n2C,1%,23%,0,-11%,?,/,15%,-0.9%,4%,/,/
Cc1ccnc(N2C(=O)CSC2c2ccc(Cl)cc2)c1 (configuration not stated),5%,8%,16,2%,2%,1%,14%,0.0%,2%,1%,-7%[46.1 µM]
O=C(N/N=C/c1ccoc1)c1ccccc1Br,-1%,0%,6,-12%,?,2%,2%,-0.5%,-1%,-1%,0%
O=C1C2ON(c3ccccc3)C(c3cccnc3)C2C(=O)N1c1ccc(Cl)c(Cl)c1 (configuration not stated),3%,2%,-11,-1%,1%,/,0%,-0.3%,30%[15.4 µM],-5%,-1%
CCC(CO)NCc1cc(OC)c(OCC(=O)NCCc2ccccc2)cc1Br (configuration not stated),-1%,1%,8,3%,-1%,-11%,-8%,0.1%,3%,-1%,-1%[46.1 µM]
O=C(O)CCC(=O)N1CCc2cc(S(=O)(=O)N(CCc3ccccc3)Cc3ccccc3)ccc21,0%,1%,-7,1%,21%,-1%,4%,-0.2%,-6%,-5%,/
N#C/C(=C\c1c(N2CCCCC2)nc2ccccn2c1=O)C(=O)NC1CCS(=O)(=O)C1 (configuration not stated),-1%,-6%,9,0%,1%,-1%,-2%,-0.9%,0%,-3%,1%[46.1 µM]
C/C(=N\N1CCN(c2ccc(Cl)cc2)CC1)c1ccco1,0%,0%,-4,0%,1%,5%,-18%,-0.6%,-5%,-1%,3%[46.1 µM]
C=C(C)COc1ccc(-c2[nH]ncc2-c2ccccc2)c(O)c1,-2%,10%,-11,0%,?,8%,8%,0.4%,-7%,-3%,4%
Cc1ccc(C)c(OCCC(=O)NNC(=O)c2ccccc2F)c1,-2%,-4%,3,0%,-14%,4%,1%,0.3%,5%,2%,0%
CCCCCCOC(=O)c1ccc(OC(=O)c2cccnc2)cc1,0%,?,-5,-4%,19%,5%,?,-0.8%,-24%,0%,-5%

Next part; the last two above are carried over.
SMILES,USP2a inh,Mito fusion yeast,TSHR antagonist,Tb PFK block,Chronic BCR inh,uPA surface inh,ELG1 DNA repair,B2AR arrestin,Eya2 inh,TSG101-PTAP inh,TCR act
Cc1ccc(C)c(OCCC(=O)NNC(=O)c2ccccc2F)c1,-2%,-4%,3,0%,-14%,4%,1%,0.3%,5%,2%,0%
CCCCCCOC(=O)c1ccc(OC(=O)c2cccnc2)cc1,0%,?,-5,-4%,19%,5%,?,-0.8%,-24%,0%,-5%
CC(C)c1cc(CNC(=O)CCc2nnc(CCCc3ccccc3)o2)on1,0%,7%,-10,-3%,0%,4%,?,-0.3%,0%,-1%,-3%
Cc1ccc(-n2ncc3c(N4CCC(C(N)=O)CC4)ncnc32)c(C)c1,-2%,4%,-7,0%,-1%,-1%,-5%,-0.1%,2%,-4%,-14%
N#CCS(=O)(=O)c1ccccc1,-2%,2%,5,1%,-11%,-15%,15%,7.2%,14%,0%,2%
O=C(CSc1ncccn1)N1CCC(Cc2ccccc2)CC1,-1%,-3%,-1,-5%,-9%,-9%,?,0.4%,2%,0%,0%
COc1ccc(N2C(=O)C(CC(=O)Nc3ccc(F)cc3)N(CCc3ccc(OC)c(OC)c3)C2=O)cc1 (configuration not stated),3%,10%,-7,-2%,?,-14%,0%,-0.9%,5%,-5%,4%
Cc1ccn2cc(CCNC(=O)CC(C)(C)C)nc2c1,-3%,-3%,-7,-3%,8%,4%,5%,-0.3%,13%,-4%,-2%[46.1 µM]
COC(=O)c1cccc(-n2c(C)cc(C=O)c2C)c1,4%,-3%,11,1%,-3%,-15%,-3%,-0.2%,-7%,-2%,1%[46.1 µM]
CCOC(=O)Cn1cnc2c(sc3nc(C)cc(C)c32)c1=O,1%,-3%,16,-3%,5%,7%,?,0.6%,-5%,-3%,5%
O=C(COC(=O)Cc1ccsc1)Nc1ccc(Cl)cc1F,-2%,/,-22,-3%,3%,-1%,20%,-0.7%,-1%,-1%,5%[46.1 µM]
CCN(CC)S(=O)(=O)c1cccc(C(=O)N[C@@H](C)c2nc3ccccc3[nH]2)c1,-1%,1%,4,-1%,-2%,/,-7%,0.3%,4%,/,/
COc1ccccc1NC(=S)N1CCCc2ccccc21,0%,27%,25,-4%,-3%,3%,?,0.1%,6%,-5%,1%
CN1C(=O)/C(=C/C=C2\SCCN2C)N(C)C1=S,-6%,-13%,-18,-11%,13%,1%,?,-0.1%,-8%,57%[activator],3%
O=S(=O)(Nc1cccc2ccccc12)c1ccccc1F,0%,18%,25,-4%,2%,-3%,0%,0.4%,2%,-4%,1%
CCn1c(SCC(=O)NC2CC2)nnc1-c1ccc(OC)cc1,-1%,1%,-3,-3%,3%,12%,-11%,-0.5%,3%,/,-40%
Cc1cccc(OCC(=O)Nc2cc(Cl)ccc2-n2cncn2)c1C,3%,13%,-4,2%,5%,3%,?,-0.8%,-25%,-3%,3%

(listing goes on)
SMILES,USP2a inh,Mito fusion yeast,TSHR antagonist,Tb PFK block,Chronic BCR inh,uPA surface inh,ELG1 DNA repair,B2AR arrestin,Eya2 inh,TSG101-PTAP inh,TCR act
COc1cc(NC(=O)CN2C(=O)COc3ccc(S(=O)(=O)N4CCCCC4)cc32)cc(OC)c1,-1%,-10%,9,-2%,6%,-5%,5%,-0.2%,5%,-3%,-2%
CC1(C2CC2)NC(=O)N(CC(=O)Nc2ccc(Cl)c([N+](=O)[O-])c2)C1=O (configuration not stated),0%,-2%,10,-7%,2%,19%,8%,0.1%,-8%,-2%,0%
CC(C)N(Cc1ccccc1)C(=O)c1ccc2c(c1)OCO2,0%,0%,-10,-1%,4%,-1%,4%,-0.6%,10%,-4%,0%
Cc1ccc(C)n1-n1c(C)nc2scc(-c3ccccc3)c2c1=O,2%,7%,9,0%,1%,-5%,?,0.1%,23%,-8%,8%
COc1cc(/C=N/Nc2nc(Nc3ccc(C)cc3)nc(-n3nc(C)cc3C)n2)cc(OC)c1OC,2%,-5%,20,3%,?,/,?,-0.2%,5%,-1%,2%
O=C(O)CCCC(=O)N1CCc2cc(S(=O)(=O)NCc3ccc(F)cc3)ccc21,-3%,2%,1,4%,-3%,2%,3%,-0.1%,0%,-2%,5%
CC(=O)c1c(C)[nH]c(C(=O)COc2ccc3c(C)cc(=O)oc3c2)c1C,-1%,-4%,-1,2%,1%,?,-25%,-1.7%,?,0%,-11%
COc1cc(OC)c2cc[nH]c2c1,1%,-5%,1,0%,-1%,-4%,-3%,-1.7%,-4%,0%,1%[46.1 µM]
